Screening data as filed in PubChem BioAssay.
LGR2 inh – inhibitors of bursicon-induced Drosophila LGR2 receptor cAMP signaling; HEK293 LGR2, CRE-luciferase, bursicon-stimulated, 4 h; inhibition, % at 9.99 µM; 380,000 compounds, 0.35% hits;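 active = drop in luminescence signal, shown as inhibition above about 50% in the replicate tests, limit read from the data, passing the limit was not always enough; inconclusive = probably only some replicates passing the limit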;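 note: agonist challenge used bursicon conditioned medium at about half maximal strength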
ARNT TACC3 PPI – disrupts binding between human ARNT and TACC3 | AlphaScreen His-ARNT PAS-B/GST-TACC3 binding, luminescence; TACC3 fragment carries E629A point mutation | Q9Y6A5 | 390,000 compounds, 0.66% hits | AID 623870 | inhibition, % at 9.99 µM;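 active = mean inhibition of replicates at least 50% and at least half of replicates each reaching 50%; inconclusive = half or more replicates reach 50% but mean below 50%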;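 note: 0% = complete ARNT plus TACC3 wells and 100% = ARNT alone without TACC3; many hits fall short of the cut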
EWS-Fli block – inhibitors of EWS/Fli oncoprotein transcriptional activity; A673 NR0B1-luciferase reporter, viability-normalised; inhibition, % at 12.6 µM; 350,000 compounds, 0.67% hits;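 active = mean inhibition of at least 50% after viability correction, with every replicate also passing that limit; inconclusive = mean reaches 50% but only one of two replicates passes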;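 note: firefly luciferase signal divided by Alamar Blue viability fluorescence both relative to DMSO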
PAX8 reporter – inhibitors of PAX8 transcriptional activity in RMG-I cells. inhibition, % at 12.6 µM. RMG-I TPO-luciferase reporter, SteadyGlo, 24 h. 360,000 compounds, 1.2% hits. AID 652154;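 active = mean replicate inhibition at least 60% with every replicate also reaching 60%; inconclusive = only one of the two criteria is met; inactive = mean below 60% and not all replicates reaching 60%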;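 note: luciferase light reporting Pax8 driven TPO promoter activity; plate controls were median of neutral control wells for no effect and mitoxantrone controls for full effect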
Casp6 inh – inhibitors of human caspase-6. AID 686996. inhibition, % at 12.5 µM. P55212. purified caspase-6, Z-VEID-R110 cleavage fluorescence. 350,000 compounds, 0.53% hits;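 active = mean inhibition across replicates at least about 35%, with every replicate also reaching that limit, limit read from the data; inconclusive = only one of the two criteria met; inactive = neither criterion met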;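 note: 0% = median of neutral control wells and 100% = no fluorescence left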
Target sequence (P55212 24-179 limits assumed): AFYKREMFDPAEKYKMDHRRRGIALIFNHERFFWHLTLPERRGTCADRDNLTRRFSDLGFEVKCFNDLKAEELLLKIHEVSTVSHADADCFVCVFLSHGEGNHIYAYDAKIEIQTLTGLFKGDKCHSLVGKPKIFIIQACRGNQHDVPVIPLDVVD
Target sequence (P55212 194-293 limits assumed): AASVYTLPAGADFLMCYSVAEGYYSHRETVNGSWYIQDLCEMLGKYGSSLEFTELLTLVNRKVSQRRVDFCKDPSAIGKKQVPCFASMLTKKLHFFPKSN
DENV2 CPE – DENV2-induced cell death inhibition. DENV2-infected cells, cytopathic effect rescue, plate reader. CPE inhibition, % at 9.99 µM. 350,000 compounds, 1.7% hits. AID 651640; in the data active = CPE inhibition above about 20%, passing the limit was not always enough; inconclusive = no clear call, values can overlap the other calls; tested in BHK-21 cells;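 note: 0% = median of neutral control wells and 100% = median of positive control wells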
SIRT5 inh – blocks human SIRT5 desuccinylation of peptide. AID 652115. 330,000 compounds, 1.1% hits. Purified SirT5, succinyl-peptide AMC, trypsin-coupled fluorescence. inhibition, % at 15 µM; in the data active = inhibition above about 15%; inconclusive = no clear call, values can overlap the other calls
Target sequence (Q9NXA8 whole entry, looked up): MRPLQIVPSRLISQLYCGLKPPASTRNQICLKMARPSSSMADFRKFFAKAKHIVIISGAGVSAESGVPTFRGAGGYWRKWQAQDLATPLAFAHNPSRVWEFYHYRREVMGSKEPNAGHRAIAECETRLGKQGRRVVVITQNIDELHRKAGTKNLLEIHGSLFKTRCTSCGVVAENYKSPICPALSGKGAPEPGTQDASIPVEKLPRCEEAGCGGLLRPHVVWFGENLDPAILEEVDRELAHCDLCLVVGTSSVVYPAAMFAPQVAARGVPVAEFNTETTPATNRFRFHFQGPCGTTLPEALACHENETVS
Numbers without * were called inactive; u = inconclusive; x = no result given; & = joins results of further samples.

Start of the listing, in advance, 15 compounds:
SMILES	LGR2 inh	ARNT TACC3 PPI	EWS-Fli block	PAX8 reporter	Casp6 inh	DENV2 CPE	SIRT5 inh
COc1ccccc1-c1nc2cc3ccccc3cc2nc1-c1ccccc1OC	2	-3	x	30	x	x	x
O=C(CN1CCN(Cc2ccccc2)CC1)NCc1ccc(Cl)cc1	6	7	-13	19	-7	16	-3
CCn1cc(S(=O)(=O)N2CCc3ccccc3C2)cn1	5	1	-3	x	2	13	2
CCN(CC)CCNCc1ccc(Br)cc1OCC(=O)NCc1ccccc1	-12	-2	4	4	-9	2	1
O=C(CCNC(=O)C1CCN(S(=O)(=O)c2ccc(F)cc2)CC1)NCc1cccc(Cl)c1	-9	1	8	-10	1	-1	7
C[C@H](CO)N1C[C@H](C)[C@@H](CN(C)Cc2ccc(-c3ccccc3)cc2)Oc2c(NS(=O)(=O)c3ccc(F)cc3)cccc2C1=O	13&3	2	-3&12	-7&-29	x	-2&1	-9
CCOC(=O)c1sc(NC(=O)CCN2CCC(C)CC2)c(C(=O)OCC)c1C	15	3	14	-3	2	0	-6
COc1cc(NC(=O)CN2CCCCCC2)cc(OC)c1	13	-6	-1	-5	x	2	-8
COc1ccc(NC(=O)COC(=O)CNC(=O)C2CCCCC2)cc1OC	18	-7	-5	-19	-3	9	1
COc1ccc(N=C2SC(CC(=O)Nc3ccccc3F)C(=O)N2Cc2ccco2)cc1 (stereo not given)	-1	6	x	5	x	x	x
CC(C)Cc1nnc(NC(=O)c2cc([N+](=O)[O-])ccc2N2CCOCC2)s1	-19	1	-5	-25	3	-9	1
CC(C)Oc1ccc(S(=O)(=O)N2CCOCC2)cc1NC(=O)c1nn(C)c(=O)c2ccccc12	-18	x	8	11	4	-2	2
O=C(O)c1ccc(N/N=C/c2ccc(-c3ccc(Br)cc3)o2)cc1	4	-10	-52	-46	24	-5	0
CCCNC(=O)N(C)C[C@@H]1Oc2cc(-c3cncnc3)ccc2S(=O)(=O)N([C@H](C)CO)C[C@@H]1C	-3	-2	-5	-15	-3	-3	-6
CCCCn1c(N)c(N(CC(C)C)C(=O)CCN2C(=O)C3CC=CCC3C2=O)c(=O)[nH]c1=O (stereo not given)	0	x	3	-10	3	-5	x

The whole of this part, from the start:
SMILES	LGR2 inh	ARNT TACC3 PPI	EWS-Fli block	PAX8 reporter	Casp6 inh	DENV2 CPE	SIRT5 inh
COc1ccccc1-c1nc2cc3ccccc3cc2nc1-c1ccccc1OC	2	-3	x	30	x	x	x
O=C(CN1CCN(Cc2ccccc2)CC1)NCc1ccc(Cl)cc1	6	7	-13	19	-7	16	-3
CCn1cc(S(=O)(=O)N2CCc3ccccc3C2)cn1	5	1	-3	x	2	13	2
CCN(CC)CCNCc1ccc(Br)cc1OCC(=O)NCc1ccccc1	-12	-2	4	4	-9	2	1
O=C(CCNC(=O)C1CCN(S(=O)(=O)c2ccc(F)cc2)CC1)NCc1cccc(Cl)c1	-9	1	8	-10	1	-1	7
C[C@H](CO)N1C[C@H](C)[C@@H](CN(C)Cc2ccc(-c3ccccc3)cc2)Oc2c(NS(=O)(=O)c3ccc(F)cc3)cccc2C1=O	13&3	2	-3&12	-7&-29	x	-2&1	-9
CCOC(=O)c1sc(NC(=O)CCN2CCC(C)CC2)c(C(=O)OCC)c1C	15	3	14	-3	2	0	-6
COc1cc(NC(=O)CN2CCCCCC2)cc(OC)c1	13	-6	-1	-5	x	2	-8
COc1ccc(NC(=O)COC(=O)CNC(=O)C2CCCCC2)cc1OC	18	-7	-5	-19	-3	9	1
COc1ccc(N=C2SC(CC(=O)Nc3ccccc3F)C(=O)N2Cc2ccco2)cc1 (stereo not given)	-1	6	x	5	x	x	x
CC(C)Cc1nnc(NC(=O)c2cc([N+](=O)[O-])ccc2N2CCOCC2)s1	-19	1	-5	-25	3	-9	1
CC(C)Oc1ccc(S(=O)(=O)N2CCOCC2)cc1NC(=O)c1nn(C)c(=O)c2ccccc12	-18	x	8	11	4	-2	2
O=C(O)c1ccc(N/N=C/c2ccc(-c3ccc(Br)cc3)o2)cc1	4	-10	-52	-46	24	-5	0
CCCNC(=O)N(C)C[C@@H]1Oc2cc(-c3cncnc3)ccc2S(=O)(=O)N([C@H](C)CO)C[C@@H]1C	-3	-2	-5	-15	-3	-3	-6
CCCCn1c(N)c(N(CC(C)C)C(=O)CCN2C(=O)C3CC=CCC3C2=O)c(=O)[nH]c1=O (stereo not given)	0	x	3	-10	3	-5	x
Nc1ccccc1C(=O)NCCCN1CCN(c2cccc(Cl)c2)CC1	6	0	8	8	6	7	2
Cc1nc(C)c(C(=O)Nc2cccc(F)c2)s1	2	2	-33	-28	0	2	1
O=S(=O)(c1cccc(C(F)(F)F)c1)N1CCCC1c1cccnc1 (stereo not given)	15	-4	5	29	1	-2	1
COc1ccc(OCc2cc(C(=O)NCCN3CCCc4ccccc43)no2)c(Cl)c1	-6	7	16	7	0	-3	4
CO[C@@H]1CC[C@H]2CCOc3c(C#N)cccc3C(=O)N(C)C[C@H](C)C(=O)N(C)C[C@H]1O2	-2	-6	-1	-4	-6	-5	13
CNC(=O)C[C@H]1CC[C@H]2[C@@H](COc3ccc(NC(=O)Nc4cc(C)cc(C)c4)cc3C(=O)N2C)O1	-14	x	-8	-9	x	x	x
COc1ccc(CCNC(=O)c2cccc(S(=O)(=O)N3CCOCC3)c2)cc1OC	-18	x	2	-11	2	-3	-3
CCC(=O)N1[C@@H](CO)[C@@H]2c3ccccc3N(C(=O)c3cnccn3)C[C@@H]21	-4	-1	1	1	3	-3	1
CCOCCCNCc1cc(Cl)cc(Cl)c1OCC	-8	-6	7	1	-3	0	-1
O=C(C1CCOCC1)N1CC(=O)N2[C@H](CO)[C@@H](c3ccc(C#CCc4ccccc4)cc3)[C@@H]2C1	-5	x	-3	x	2	-10	-1
COc1cccc(CNC(=O)CCCn2ncn3c(cc4occc43)c2=O)c1	-7	-3	x	-10	0	0	-1
N/C(=N\OC(=O)/C=C/c1ccc(Br)cc1)c1ccccn1	u	3	x	-33	x	x	x
COC(=O)c1cc(S(=O)(=O)NCC2CCN(Cc3ccc(F)cc3)CC2)c[nH]1	9	3	x	-1	-10	-1	-4
COc1ccc(C(=O)/C=C/Nc2ccc(S(=O)(=O)Nc3nc(C)cc(C)n3)cc2)cc1OC	7	1	4	52	0	3	0
C=CC[C@@H](CC(=O)N[C@H](CO)Cc1ccccc1)C(=O)N[C@H](COC(=O)[C@@H](CC=C)Cc1ccc(F)cc1)Cc1ccccc1	19	-2	-1	36	-1	-10	x
Cc1cc(C(=O)Nc2cccc3c2O[C@H](CN(C)CC2CCCCC2)[C@@H](C)CN([C@@H](C)CO)C3=O)n(C)n1	4	16	-24	18	2	-6	3
C/C(=N\Nc1nc2ccccc2nc1C)c1ccccc1O	-21	20	-14	17	-3	-1	-1
CC(C)C#Cc1cnc2c(c1)C(=O)N([C@@H](C)CO)C[C@@H](C)[C@@H](CN(C)C(=O)C1CCC1)O2	15	0	-8	x	5	-3	-2
COc1ccc2c3c([nH]c2c1)[C@H](CO)NCC31CCN(C(=O)Cc2cccnc2)CC1	-14	x	-14	-41	-2	-2	2
CCCNC(=O)Nc1ccc2c(c1)OC[C@@H](C)N(C(C)=O)C[C@H](C)[C@@H](OC)CN(C)C2=O	4	9	2	9	-3	0	-2
COc1ccc(C=O)c2[nH]c3c(Cl)ncnc3c12	-4	-9	-5	0	7	-3	17*
Cc1ncc([N+](=O)[O-])n1CC(=O)NC1CCCCC1	-11	-5	x	-15	x	x	x
Cc1cnc(NC(=O)CSCc2c(C)noc2C)s1	-19	-5	11	-4	2	8	-1
O=C(CCc1nc(-c2ccccc2Cl)no1)NCCc1ccccc1	5	-8	-7	-2	0	5	-5
COc1ccc(-c2nc(CN3CCN(Cc4cccc(Cl)c4)CC3)c(C)o2)cc1	12	10	21	0	0	-3	0
COc1ccc(CN(C)CCCn2cnc3c(OCc4ccccc4)ncnc32)cc1	-14	-2	7	2	-2	u	-1
N#CCCN(C(=O)Nc1ccc(Cl)c(Cl)c1)c1ccccc1	36	-3	x	12	x	x	x
COC(=O)[C@@]12C[C@@H](CC(=O)NCCCCc3ccccc3)C(=O)N(CCc3ccc(OC)c(OC)c3)C1=CCC(C)(C)C2	12	x	-6	24	-1	u	0
C[C@@H]1CN([C@@H](C)CO)C(=O)c2cc(NS(C)(=O)=O)ccc2O[C@H]1CN(C)Cc1ccccc1	-8	-2	-8	2	-3	-4	-2
COc1ccc(Cl)cc1NC(=O)CN(C)C(=O)CN1C(=O)NC2(CCCC2)C1=O	11	-3	-1	-3	2	u	2
O=C(NC(Cc1c[nH]c2ccccc12)C(=O)Nc1ccc(OC(F)(F)F)cc1)c1cccs1 (stereo not given)	22	x	-18	52	4	5	2
COC(=O)C[C@H]1CC[C@H]2[C@@H](COC[C@@H](O)CN2CCC(F)(F)F)O1	4	1	-7	-11	1	-4	1
CC(C)n1c(SCC(=O)NC2CC2)nnc1-c1ccco1	-2	3	2	-20	4	8	-2
CN(CC(=O)NCCc1ccccn1)S(=O)(=O)c1ccc(Cl)cc1	1	-2	2	21	0	4	2
O=C(CN1CCOCC1)N1CCCCN2[C@H](C1)[C@@H](c1ccc(Br)cc1)[C@@H]2CO	-16	-5	-1	11	x	x	x
COc1ccc(S(=O)(=O)Nc2ccc3c(c2)C(=O)N([C@@H](C)CO)C[C@@H](C)[C@@H](CN(C)S(=O)(=O)c2cccs2)OCCCC[C@H](C)O3)cc1	21	1	-4	-13	1	0	23*
Cc1cc(CN(C)C(=O)c2ccc(OC3CCN(CCc4ccccc4)CC3)cc2)on1	14	-5	6	9	-6	2	-2
COc1ccc(NS(=O)(=O)c2ccc(O)c(C(=O)OCC(=O)N3CCCCC3)c2)cc1	-8	x	-4	59	4	2	-5
COc1ccccc1CNC(=O)C1(NC(=O)Nc2ccc(C)cc2)CCCCC1	17	3	1	4	-9	2	-2
CC1Cc2cc(-c3csc(N)n3)ccc2O1 (stereo not given)	-8	5	-73	-135	-1	-3	5
O=C(O)CSc1nnc(COc2ccc(Br)cc2)n1-c1ccccc1	-3	-9	4	5	-1	0	-3
COc1ccccc1NC(=O)N(C)C[C@H]1OCc2cnnn2CCCC(=O)N([C@@H](C)CO)C[C@H]1C	6	-10	-2&0	8&-8	1&-2	6&1	3&6
C[C@@H]1CCCCO[C@@H](CN(C)C(=O)CCC(F)(F)F)[C@H](C)CN([C@@H](C)CO)C(=O)c2cc(NC(=O)c3ccccc3)ccc2O1	-8	-8	-7	-4	1	14	6
O=C(Nc1nccs1)c1ccc2ccccc2n1	-57	4	-51	-70	4	-1	-6
CN(Cc1c(F)cccc1Cl)C(=O)CNC(=O)c1sc2ccccc2c1Cl	-12	-7	-55	-12	0	-5	-5

(listing goes on)
SMILES	LGR2 inh	ARNT TACC3 PPI	EWS-Fli block	PAX8 reporter	Casp6 inh	DENV2 CPE	SIRT5 inh
Cc1cccc(C)c1NC(=O)NS(=O)(=O)c1ccccc1	-8	x	-7	-8	2	u	x
O=S(=O)(N[C@H]1CC[C@H](CCn2cc(C3(O)CCCC3)nn2)O[C@H]1CO)c1ccc(F)cc1	-8	-14	0	-2	2	0	-1
CCOC(=O)c1oc2ccccc2c1CN1CCCCC1	27	-6	5	-2	-1	-3	x
S=C(NCCc1ccccc1)Nc1ccc(Cl)cc1	-40	-1	-15	-79	4	1	-2
CCN1CN(Cc2ccccc2)CNC1=S	13	-10	x	15	x	x	x
CC(=O)NCC1(c2ccccc2)CCN(CC2COc3ccccc3O2)CC1 (stereo not given)	4	x	0	9	3	5	-3
O=C(C1COc2ccccc2O1)N1CCN(c2nc3ccccc3s2)CC1 (stereo not given)	-15	12	x	-16	0	4	-1
COc1cccc(CNC(=O)[C@@H]2CCCN2C(=O)[C@@H]2CCCN2)c1	-7	x	6	-3	-2	5	-6
Fc1ccc(CN2CCN(c3ncnc4scc(-c5ccccc5)c34)CC2)cc1	19	-1	4	5	-1	2	2
